TDP1 inh: blocks human tyrosyl-DNA phosphodiesterase 1. Q9NUW8. recombinant TDP1, AlphaScreen DNA substrate cleavage. Potency, µM (doses to about 130 µM), for the others: top-dose activity change, negative = inhibition, hits mostly inhibitors. actives 0.28% (n = 350,000); note: nearly all actives have a fitted effect of over 40% in size
Target sequence (Q9NUW8 whole entry, looked up): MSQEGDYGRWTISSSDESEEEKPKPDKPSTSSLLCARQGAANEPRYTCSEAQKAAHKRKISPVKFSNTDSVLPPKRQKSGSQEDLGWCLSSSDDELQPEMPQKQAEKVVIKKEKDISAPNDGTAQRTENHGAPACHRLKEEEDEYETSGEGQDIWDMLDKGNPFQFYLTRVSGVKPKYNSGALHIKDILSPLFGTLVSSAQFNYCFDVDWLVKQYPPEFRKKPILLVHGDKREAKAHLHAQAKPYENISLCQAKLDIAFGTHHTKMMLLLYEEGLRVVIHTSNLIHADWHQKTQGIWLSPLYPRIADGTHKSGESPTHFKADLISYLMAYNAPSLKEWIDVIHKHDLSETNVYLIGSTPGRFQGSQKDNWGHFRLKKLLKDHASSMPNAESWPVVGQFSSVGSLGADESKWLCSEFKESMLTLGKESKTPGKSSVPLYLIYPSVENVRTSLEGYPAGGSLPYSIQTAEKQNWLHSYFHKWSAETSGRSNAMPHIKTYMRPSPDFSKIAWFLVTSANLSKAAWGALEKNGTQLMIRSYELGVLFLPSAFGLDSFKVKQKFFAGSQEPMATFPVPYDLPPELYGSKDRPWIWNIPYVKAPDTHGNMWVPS
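Compounds were preincubated with Tdp1 (1 nM final) for 15 min at room temperature before substrate (15 nM final) started a 5 min reaction; beads (10 ug/ml final) were then added for 10 min before AlphaScreen detection.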
N370S GC mod: inhibitors or activators of N370S glucocerebrosidase for Gaucher disease. P04062. N370S GC spleen homogenate, 4MU-glucoside fluorescence. Potency, µM (top dose mostly 59.4 µM), for the others: top-dose activity change, negative = inhibition, usual class: inhibitors. actives 0.092% (n = 330,000). AID 2101;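 note: 0% = full enzyme activity and -100% = no enzyme basal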
FEN1 inhibitor: human FEN1 inhibition; actives 0.35% (n = 390,000); Recombinant FEN1 flap cleavage, fluorescence, 15 min; Potency, µM (doses to about 114 µM), for inactives: at the highest dose activity change, negative = inhibition, actives largely listed as inhibitors; note: nearly all actives have a fitted effect of over 65% in size
Target sequence (P39748 whole entry, looked up): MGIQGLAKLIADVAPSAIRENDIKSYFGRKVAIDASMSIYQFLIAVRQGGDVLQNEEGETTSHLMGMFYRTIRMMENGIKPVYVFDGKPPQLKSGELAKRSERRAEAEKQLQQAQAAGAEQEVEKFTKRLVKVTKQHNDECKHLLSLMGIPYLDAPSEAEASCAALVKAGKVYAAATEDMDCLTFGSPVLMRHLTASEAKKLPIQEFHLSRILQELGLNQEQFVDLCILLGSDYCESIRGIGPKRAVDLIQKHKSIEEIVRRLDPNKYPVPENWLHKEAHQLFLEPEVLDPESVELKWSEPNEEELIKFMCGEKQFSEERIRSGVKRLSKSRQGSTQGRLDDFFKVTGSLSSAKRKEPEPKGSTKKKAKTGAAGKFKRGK
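Compounds are tested as a concentration series against 10 nM FEN1; after a 15 min room-temperature preincubation, 50 nM substrate starts cleavage, with plate reads at 0 and 15 min. Normalized responses are fitted by a Hill equation.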
The depositor's hits bear a star; u = inconclusive; x = no result given; & = joins results of further samples; [ ] = another dose, or the depositor's remark. Calls come from the whole dose curve; as a rule, active = well fitted curve in the direction sought with a large enough effect; inconclusive = small, poorly fitted or top-dose-only effect, or another doubt; inactive = no such curve, though single readings can be large; an effect the other way counts as inactive or inconclusive. Unless noted, % is set by controls: 0 for no effect and ±100 for the full control effect; potency is the fitted concentration of half-maximal effect.

SMILES	TDP1 inh	N370S GC mod	FEN1 inhibitor
Cc1cc(C)n(CCC(=O)Nc2ccc3c(c2)OCCO3)n1	1%	0%	-2%
Cc1cccc(C)c1NC(=O)COC(=O)C1C2CC3OC(=O)C1C3C2 (stereo not drawn)	1%	-2%	5%
CC(=O)c1ccc(NC(=O)C[n+]2ccccc2)cc1	x	-1%	-10%
O=C(O)COc1ccc(C(=O)c2ccccc2)cc1	0%	-4%	20%
COc1cc(/C=N/NC(=O)c2cccc(C(=O)N/N=C/c3ccc(O)c(OC)c3)n2)ccc1O	x	-3%	u
COc1cccc(C(=O)CC(=O)C(=O)Nc2ccc(C)cc2Cl)c1	x	-20%	u
Cc1ccc(C(=O)CN(CCC(=O)O)C(=O)c2ccncc2)cc1	2%	-3%	-6%
CCCCOCCCNC(=O)Cc1ccccc1OC	-1%	-15%	2%
Nc1nc(N)c2c(ccc3nccc32)[nH]1	-8%	12%	-21%
CCc1noc(C)c1C(=O)NCCc1ccc(S(N)(=O)=O)cc1	x	-1%	-3%
CC(=O)Nc1ccc(C(=O)N/C(=C/c2ccccc2)C(=O)NCc2ccco2)cc1	0%	-4%	0%
CC(=O)c1ccc[n+](CC(=O)NC(C)c2ccccc2)c1 (stereo not drawn)	x	-1%	-15%
O=C1c2ccccc2C(=O)N1Cc1cc(-c2ccccc2)no1	3%	16%	u
Cc1cccn2c(=O)c3cc(C#N)c(=N)n(Cc4ccncc4)c3nc12	0%	-1%	x
COc1ccccc1CNC(=O)Cc1c(C)c2c(cc(C)c3c(C)c(C)oc32)oc1=O	-2%	x	21%
CS(=O)(=O)N1CCN(c2nc(-c3ccccc3)cs2)CC1	5%	1%	1%
C=CCN1c2ccccc2[C@]23C[C@@H](C(=O)OC)N(C(=O)c4ccco4)C2=NC(C(=O)OC)=C(C(=O)OC)[C@H]13	6%[21 µM]	-14%[12.8 µM]	-8%
CCc1ccc2oc(C(=O)N3CCN(C)CC3)cc(=O)c2c1	x	-6%	-16%
CCOc1ccc2ncc3c(-c4ccccc4)nn(CC(=O)Nc4cccc(F)c4)c3c2c1	3%	x	3%
COC(=O)C(C)NC(=O)C(C)NC(=O)OCc1ccccc1 (stereo not drawn)	1%	2%	4%
Cc1ccccc1NC(=O)N1CCCC1C(=O)NCc1cccs1 (stereo not drawn)	0%	-1%	1%
O=C(Nc1ccc(Cl)c(S(=O)(=O)N2CCCCC2)c1)c1cccnc1	-3%	x	6%
Cc1nc(N2CCOCC2)c2nc(-c3ccccc3)n(CCCN3CCOCC3)c2n1	3%	-6%	x
COc1ccc(NS(=O)(=O)c2cccc(C(=O)NNC(=O)c3cc(S(N)(=O)=O)ccc3OC)c2)cc1	5%[0.505 µM]	u	-1%
Cc1ccc(S(=O)(=O)NC(Cc2ccccc2)C(=O)NN)cc1 (stereo not drawn)	x	3%	-6%
COc1ccc(/C=C(/NC(=O)c2ccco2)C(=O)N2CCCCC2)cc1	3%	-2%	1%
COc1ccc(Oc2nc(C)cc(C)c2S(C)(=O)=O)cc1	1%	15%	5%
COCCCn1c(SCC(=O)N2CCOCC2)nnc1-c1ccco1	x	5%	-5%
CCn1c(=O)c2cc(C(=O)N(CCCOC(C)C)Cc3ccco3)sc2c2ccccc21	2%	x	-32%
COc1cc2oc3ccccc3c2cc1N(CC(=O)N(C)C)S(=O)(=O)c1ccccc1	3%	24%	4%
CCOC(=O)C1C(c2cccs2)NC(=O)NC1(O)C(F)(F)F (stereo not drawn)	-3%	-1%	2%
CCc1nc(N)c(C#N)c(-c2ccc(F)cc2)c1C	-1%	-1%	8%
Cc1ccc(CNC(=O)CN2C(=O)C3(OCCCO3)c3ccccc32)cc1	-1%	5%	8%
COc1ccc(CNC(=O)Cn2c(=O)cc(C)c3c(C)nn(-c4cccc(Cl)c4C)c32)cc1	2%	x	-2%
CC(C)N(C#N)c1nc(N2CCOCC2)nc(N2CCOCC2)n1	1%	30%	5%
O=[N+]([O-])c1ccc(Cc2ccncc2)cc1	5%	-3%	1%
O=c1cc(N2CCN(c3ccccc3F)CC2)[nH]c(=O)n1-c1ccc(Br)cc1	0%	2%	-13%
COc1ccc(NC(=O)CSC2=Nc3ccccc3N=C(c3ccc(F)cc3)C2)cc1OC	-1%	x	17%
CCc1sc(C(=O)Nc2nccs2)cc1C	x	0%	2%
CCOC(=O)C1CCCN(C(=O)CSc2nccn2C)C1 (stereo not drawn)	1%	21%	6%
CCc1ccccc1Nc1cc(C(=O)NCCc2ccccc2)c2ccccc2n1	0%	x	-5%
CC#CCN1C(=O)N[C@@H](c2ccccc2)C(C(=O)OC)=C1C	8%[12.3 µM]	-14%[12.8 µM]	-9%
CC(C)(C)[C@@H]1CCC(=O)N(CC[C@H](N=[N+]=[N-])c2ccccc2)CC1	x	u	9%&-28%
Cc1ccc(NC(=O)C2CCCN(S(=O)(=O)c3cccc4nsnc34)C2)cc1C (stereo not drawn)	7%	x	-8%
CC(=O)N1C(C)(C)CC(=NOC(=O)c2ccc(C)cc2)CC1(C)C	0%	4%	5%
Cn1c(=O)c(=O)n(C)c2cc(S(=O)(=O)Nc3ccc4c(c3)OCCO4)ccc21	1%	-4%	12%
CC1(C)CC(=O)C=C(NNC(=O)c2ccc(N)cc2)C1	3%	15%	9%
CCC(=O)NCCSc1c[nH]c2ccccc12	6%	5%	-1%
COC(=O)c1c(C)[nH]c(C(=O)C(C)OC(=O)c2ccco2)c1C (stereo not drawn)	2%	x	-5%
CC(C)Sc1sc(C(=O)O)c(-c2ccc(Cl)cc2)c1C#N	3%	23%	-1%

Following part:
SMILES	TDP1 inh	N370S GC mod	FEN1 inhibitor
COc1ccc(CCNC(=O)c2ccc3c(c2)CCN3S(=O)(=O)c2ccccc2)cc1	0%	x	-4%
CCOC(=O)c1cccnc1SCC(=O)NC(C)CC (stereo not drawn)	-3%[56.1 µM]	6%	6%
COc1ccccc1C(=O)NCCC(=O)N(C)CC(=O)Nc1c(Cl)cccc1Cl	x	-16%	1%
COC(=O)[C@@]1(Cc2ccc(OC)cc2)[C@H]2c3cc(C(=O)N(C)C)n(CCF)c3C[C@H]2CN1C(=O)c1ccccc1	6%	-2%	x
COc1ccc(Cl)cc1N1CC(C(=O)Nc2nccs2)CC1=O (stereo not drawn)	4%	-2%	8%
Cc1cc(C)c2c(CN3CCN(Cc4ccc5c(c4)OCO5)CC3)cc(=O)oc2c1	4%	-11%[2.35 µM]	9%
CN(Cc1cccs1)C(=O)CCc1c[nH]c2ccccc12	3%	-1%	-17%
CN(C)S(=O)(=O)c1cccc(NC(=O)CCCSc2ccccc2)c1	5%	-7%	-5%
COc1ccc(NC(=O)C2CCCN2S(=O)(=O)c2cccc3cccnc23)c(OC)c1 (stereo not drawn)	-3%	10%	-6%
COc1ccc(CCNC(=O)CCn2c(=O)c3ccccc3n(CC(=O)Nc3cc(Cl)ccc3C)c2=O)cc1OC	5%	x	-1%
CCOC(=O)c1cc2c(=O)n3ccccc3nc2n(Cc2ccco2)c1=NC(=O)c1cccc(OC)c1	-3%	-9%	-10%
CNC(=O)CSc1nnc(-c2ccco2)n1-c1cccc(OC)c1	x	-11%	18%
Cc1ccc(CN2CCc3nc(N4CCN(c5ccccc5F)CC4)ncc3C2)s1	1%	x	16%
Cc1nn(Cc2ccccc2)c(C)c1C(=O)NCC(c1cccs1)N1CCOCC1 (stereo not drawn)	x	-1%	-1%
COc1ccc(Cl)cc1NC(=O)Cn1nnc(C(=O)NCc2ccc3c(c2)OCO3)c1N	0%&2%	1%	-1%&-13%
O=C(Cc1ccccc1)NCCc1ccc(Cl)cc1Cl	0%	8%	5%
Cc1c(C)c(C)c(S(=O)(=O)N2CCC3(CC2)OCCO3)c(C)c1C	0%	7%	-8%
O=C(CSc1nnc(CNC(=O)c2cccc(C(F)(F)F)c2)o1)NC1CCCCC1	2%[56.1 µM]	-1%	-12%
CC(=O)OCc1c(C(F)(F)F)nn(C)c1Sc1ccccc1	0%	0%	3%
CN(CC(=O)OCC(=O)Nc1ccccc1)S(=O)(=O)c1ccc(Cl)cc1	0%	9%	2%
Cc1ccc2c(=O)c(C(=O)c3ccccc3)cn(CC(=O)Nc3ccccc3)c2n1	-4%	x	9%
CCOC(=O)c1cnc(SCC(=O)N2CCC(C(N)=O)CC2)nc1N	5%	2%	2%
Cc1cccc(OCC(=O)NCC(C)(C)N2CCOCC2)c1	1%	x	6%
Cc1ccccc1N(C(=O)CNC(=O)c1cccs1)C(C(=O)NC1CCCC1)c1ccncc1 (stereo not drawn)	x	-1%	-3%
CC(=C/C(=O)O)/C=C/c1cccs1	5%	6%	-3%
COc1cc(C)c(Cl)cc1S(=O)(=O)n1cnc2ccccc21	2%	-8%	-2%
O=C(CSc1nnc(NC(=O)c2ccco2)s1)Nc1ccc2c(c1)OCCO2	-7%	-2%	-9%
Cc1ccc(C)c(S(=O)(=O)N2CCCC2CNC(=O)C(=O)NCc2ccccn2)c1 (stereo not drawn)	1%	0%	13%
Cc1cc(N)n(-c2ccc(Cl)cc2)n1	0%	0%	1%
Nc1c(C(=O)NCc2ccc(Cl)cc2)sc2nc(-c3ccc(F)cc3)ccc12	2%	x	-2%

Reformatted: entries from further up
SMILES | TDP1 inh | N370S GC mod | FEN1 inhibitor
CC(=C/C(=O)O)/C=C/c1cccs1 | 5% | 6% | -3%
Cc1cc(N)n(-c2ccc(Cl)cc2)n1 | 0% | 0% | 1%
Cc1ccc2c(=O)c(C(=O)c3ccccc3)cn(CC(=O)Nc3ccccc3)c2n1 | -4% | x | 9%
COc1cc(C)c(Cl)cc1S(=O)(=O)n1cnc2ccccc21 | 2% | -8% | -2%

Among those listed so far, three have a CF3 group:
SMILES	TDP1 inh	N370S GC mod	FEN1 inhibitor
CCOC(=O)C1C(c2cccs2)NC(=O)NC1(O)C(F)(F)F (stereo not drawn)	-3%	-1%	2%
O=C(CSc1nnc(CNC(=O)c2cccc(C(F)(F)F)c2)o1)NC1CCCCC1	2%[56.1 µM]	-1%	-12%
CC(=O)OCc1c(C(F)(F)F)nn(C)c1Sc1ccccc1	0%	0%	3%

Going on with the list.
SMILES	TDP1 inh	N370S GC mod	FEN1 inhibitor
Cc1cccc(NC(=O)NCC2CC2)c1	x	-14%	3%
O=C(CS(=O)(=O)Cc1ccccc1)NCc1ccco1	-3%	-1%	15%
N/C(=N\OC(=O)c1ccccc1Cl)c1ccc(Cl)cc1	-2%	5%	0%
O=C(NCCN1CCOCC1)c1cc2c(=O)n3ccccc3nc2n1Cc1ccccc1	2%	u	0%
O=C(COc1ccccc1)Nc1ccccc1OCc1cc(=O)n2ccccc2n1	0%	x	1%
CCOc1ccc(NC(=O)CN(C)C(=O)Cn2c(=O)cnc3ccccc32)cc1OCC	1%	x	4%
CCN(CC)CCN(C(=O)c1ccc(S(=O)(=O)N(C)C2CCCCC2)cc1)c1nc2ccc(OC)cc2s1	6%	0%	10%
C/C(CC(=O)NC(C)C)=N\NC(=O)C(c1ccccc1)c1ccccc1	5%	11%	-1%
O=c1c2ccccc2oc2nc3ccn(Cc4ccncc4)c(=O)c3cc12	1%	-16%	x
CN1CCN(C(=S)Nc2cccc(C(F)(F)F)c2)CC1	2%	-2%	2%

One compound at a time, as listed above. Order of screens: TDP1 inh | N370S GC mod | FEN1 inhibitor
Results for O=C(NCCN1CCOCC1)c1cc2c(=O)n3ccccc3nc2n1Cc1ccccc1 : 2% | u | 0%
Results for COc1ccc(Cl)cc1NC(=O)Cn1nnc(C(=O)NCc2ccc3c(c2)OCO3)c1N : 0%&2% | 1% | -1%&-13%
Results for COc1cc2oc3ccccc3c2cc1N(CC(=O)N(C)C)S(=O)(=O)c1ccccc1 : 3% | 24% | 4%

More results follow:
SMILES	TDP1 inh	N370S GC mod	FEN1 inhibitor
O=C(O)[C@H]1CCC(=O)N1Cc1ccco1	-3%	-16%	0%
C=CC[C@H](CC(=O)OC(C)(C)C)C(=O)OC[C@@H]1CCCN1C(=O)[C@H](CC=C)CC(=O)N[C@H](CO)Cc1ccccc1	0%	x	8%
CN1C(=O)[C@H]2[C@@H](C3CC3)N3C(=O)CN(CC4CC4)C(=O)[C@@]3(C)[C@H]2C1=O	x	-13%	31%
C=CCSc1nc2ccccc2n1C(=O)/C=C/c1cc(OC)c(OC)c(OC)c1	3%	2%	0%
CC1(c2ccc(Cl)cc2)NC(=O)N(CC(=O)NCc2cccs2)C1=O (stereo not drawn)	0%	20%	-11%
O=S(=O)(/C=C/c1ccccc1)n1cnc2ccccc21	1%	0%	-11%
COc1ccc(C)cc1N(C)C(=O)c1coc(=O)c2ccccc12	3%	u	1%
O=C(NNS(=O)(=O)c1ccccc1)c1sccc1-n1cccc1	6%	7%	13%
CCN1CCCC1CNC(=O)c1cc(NC(C)=O)c(N(C)C)cc1OC (stereo not drawn)	-2%	9%	-11%
COc1ccc2c(c1)cc1c(=O)n(CC(=O)NCCc3ccccc3)nc(C)n12	4%	x	-4%
COc1ccc(Nc2ncc(C(=O)N3CCN(c4ccc(OC)cc4)CC3)c3ccccc23)cc1	6%	x	-4%
O=C(Nc1ccc2c(c1)OCO2)c1ccccc1	8%	1%	-6%
CC(=O)Nc1nonc1C(=O)N1CCC(C)CC1	7%	4%	-5%
